NCOA2 inhibitor: human SRC2 (NCOA2) inhibition | Q15596 | HEK293 GAL4-SRC2 luciferase reporter, luminescence | inhibition, % at 9 µM | hit rate 0.17% among 370,000;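 active = inhibition above the mean inhibition of all tested compounds plus 3 SD, set per campaign, cut at about 52% in these data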;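 also: 0% = DMSO treated cells and 100% = cells given Gossypol at 36 µM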
ABHD5 PLIN5 PPI: ABHD5-PLIN5 protein interaction inhibition. Q00G26+Q8WTS1. Split G. princeps luciferase complementation, luminescence, 4 h. inhibition, % at 4 µM. hit rate 0.78% among 360,000;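 active = inhibition above the mean inhibition across every tested compound plus 3 SD, cut at about 22% in these data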;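 also: 0% = DMSO only wells and the 100% control is not disclosed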
Target sequence (Q00G26 whole entry, looked up): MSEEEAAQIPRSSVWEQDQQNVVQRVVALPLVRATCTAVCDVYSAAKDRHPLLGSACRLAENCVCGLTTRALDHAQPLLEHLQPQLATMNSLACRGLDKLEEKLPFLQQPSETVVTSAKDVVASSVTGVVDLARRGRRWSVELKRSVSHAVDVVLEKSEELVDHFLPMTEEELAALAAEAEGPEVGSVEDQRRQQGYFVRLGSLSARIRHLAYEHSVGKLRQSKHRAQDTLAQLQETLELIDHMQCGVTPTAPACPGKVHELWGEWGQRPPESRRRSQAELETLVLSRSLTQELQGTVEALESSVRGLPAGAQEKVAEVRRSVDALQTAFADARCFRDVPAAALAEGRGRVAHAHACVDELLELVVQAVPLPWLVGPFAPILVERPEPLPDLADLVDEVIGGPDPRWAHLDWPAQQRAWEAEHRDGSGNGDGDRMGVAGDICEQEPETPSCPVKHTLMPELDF
Target sequence (Q8WTS1 whole entry, looked up): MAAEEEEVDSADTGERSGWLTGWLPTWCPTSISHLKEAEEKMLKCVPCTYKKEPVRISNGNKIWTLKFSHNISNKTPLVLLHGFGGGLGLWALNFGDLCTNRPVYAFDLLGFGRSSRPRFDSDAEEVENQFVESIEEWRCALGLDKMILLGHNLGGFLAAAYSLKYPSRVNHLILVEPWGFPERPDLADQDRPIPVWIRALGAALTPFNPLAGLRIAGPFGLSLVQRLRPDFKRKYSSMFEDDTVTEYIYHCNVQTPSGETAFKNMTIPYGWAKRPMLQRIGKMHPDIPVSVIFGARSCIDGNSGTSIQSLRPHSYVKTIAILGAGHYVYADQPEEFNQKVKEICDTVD
HTR2A ag: mouse HTR2A agonism via beta-arrestin recruitment | CHO-K1 mHTR2A beta-arrestin complementation, luminescence; percent of 30 µM serotonin response | P35363 | hit rate 0.66% among 360,000 | activation, % at 7.6 µM | AID 624169;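 active = activation above a run cutoff, the mean activation of all tested compounds plus 3 SD, cut at about 14% in these data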;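 also: 0% = plate median of compound wells and 100% = 30 µM serotonin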
MC4R antagonist: human MC4R antagonism in cAMP assay; inhibition, % at 6.5 µM; AID 540295; P32245; hit rate 0.48% among 360,000; MC4R-expressing cells, MTII-stimulated cAMP, LANCE TR-FRET;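 active = inhibition above its plate's cutoff, the mean of tested wells on that plate plus 3 SD, cut at about 29% in these data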;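 also: 0% = Melanotan II alone and 100% = Melanotan II plus saturating MCL0020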
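Material: U2OS-MC4R stable cell line | Reagent: Melanotan II challenge after compound preincubation | Doses: One concentration, 6.5 µM nominal | Incubation: 30-min compound preincubation, 1-h Melanotan II challenge, 1-h detection, room temperature | Signal: TR-FRET cAMP assay | Replicates: One well per compound, no replicates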
MC4R barr agon: activates human MC4R beta-arrestin recruitment | hit rate 0.98% among 360,000 | U2OS MC4R beta-arrestin complementation, luminescence; percent of melanotan II response, DMSO zero | P32245 | AID 540308 | activation, % at 8.9 µM;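 active = activation above a per-plate cutoff, the mean activation of sample wells on that plate plus 3 SD, cut at about 8% in these data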
NOD2-RIPK2 inh: inhibitors of human NOD2-RIPK2 interaction; inhibition, % at 4.98 µM; O43353; hit rate 0.38% among 360,000; AID 624267; CHO BLA complementation NOD2-RIPK2, CCF4 ratio; in the data active = inhibition above about 21%;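 also: 0% = vehicle only and 100% = reference blocker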
TLR9-MyD88 block: TLR9-MyD88 interaction inhibition; CHO BLA complementation TLR9-MyD88, CCF4 FRET ratio; inhibition, % at 4.98 µM; hit rate 0.21% among 340,000;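 active = inhibition above the mean over all tested compounds plus 3 SD, cut at about 21% in these data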;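 also: 0% = DMSO only wells and 100% = clavulanate BLA inhibitor control wells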
ABCB6 inh MLPCN: human ABCB6 transporter inhibition; fluorescence ratio to DMSO, % at 10 µM; AID 602162; hit rate 0.19% among 360,000; K562-ABCB6 porphyrin accumulation, flow cytometry, 1 h; hits give low values; Q9NP58;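 active = fluorescence ratio to DMSO below 75%, the collection mean minus 3 SD; inconclusive = too few cells collected in the well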;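 also: signal is porphyrin accumulated inside mitochondria; 100% equals median channel fluorescence of DMSO control wells; lower ratio means ABCB6 inhibition with less porphyrin fluorescence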
N-glyco inh: N-linked glycosylation inhibition; D54 ERlucT glycosylation luciferase reporter, 24 h; percent of 100 nM tunicamycin response; reporter increase, % at 12.5 µM; hit rate 0.23% among 360,000;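 active = mean luciferase reporter signal, scaled so untreated is 0 and the glycosylation-blocking control 100, at or above a set limit in every replicate; inconclusive = mean reaches the limit but not every replicate does; inactive = mean below the limit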;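 also: luciferase carries N-glycosylation sites so blocking glycosylation raises the light; 0% = median of neutral control wells and 100% = median of 100 nM tunicamycin wells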
H9c2 protect: myocardial damage modulation in H9c2 cells. H9c2 cardiomyocytes, H2O2 injury protection, ATPLite, 2 h. protection from H2O2 cell death, % at 20 µM. hit rate 0.63% among 360,000. AID 588492;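 active = compounds giving at least 50% protection of heart cells from peroxide-induced death in the single-dose screen, raw or plate-pattern-corrected value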;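 also: 0% = DMSO wells with peroxide and 100% = DMSO wells without peroxide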
Starred values were filed as active, the others as inactive.

Results for CC(=O)c1cccc(NC(=O)NCc2cccs2)c1 ?
NCOA2 inhibitor: -3; ABHD5 PLIN5 PPI: 11; HTR2A ag: 8; MC4R antagonist: -9; MC4R barr agon: 1.2; NOD2-RIPK2 inh: -17; TLR9-MyD88 block: -1; ABCB6 inh MLPCN: 104; N-glyco inh: 0; H9c2 protect: 6

How did CCOC(=O)c1c(NC(=O)c2ccno2)c2cc([N+](=O)[O-])ccc2n1C do in these assays?
NCOA2 inhibitor: 11; ABHD5 PLIN5 PPI: -1; HTR2A ag: 5; MC4R antagonist: 4; MC4R barr agon: 2.8; NOD2-RIPK2 inh: 13; TLR9-MyD88 block: 1; ABCB6 inh MLPCN: 99; N-glyco inh: 0; H9c2 protect: 0

Results for COc1ccc(CCN2CC(C(=O)N(C)CCOc3ccccc3)CCC2=O)cc1 (stereo not given) ?
NCOA2 inhibitor: -18; ABHD5 PLIN5 PPI: 1; HTR2A ag: 4; MC4R antagonist: 2; MC4R barr agon: -0.5; NOD2-RIPK2 inh: -3; TLR9-MyD88 block: 6; ABCB6 inh MLPCN: 95; N-glyco inh: 5; H9c2 protect: -1

How did COCCN(C(=O)COC(=O)Cc1c[nH]c2ccccc12)c1c(N)n(Cc2ccccc2)c(=O)[nH]c1=O do in these assays?
NCOA2 inhibitor: -41; ABHD5 PLIN5 PPI: -2; HTR2A ag: 5; MC4R antagonist: -1; MC4R barr agon: -1.8; NOD2-RIPK2 inh: -4; TLR9-MyD88 block: -5; ABCB6 inh MLPCN: 106; N-glyco inh: -1; H9c2 protect: 9

How did CCOc1ccc(NS(=O)(=O)c2ccc(C(=O)NCC3(N(C)C)CCCCC3)cc2)cc1 do in these assays?
NCOA2 inhibitor: -23; ABHD5 PLIN5 PPI: 6; HTR2A ag: 0; MC4R antagonist: 5; MC4R barr agon: -0.4; NOD2-RIPK2 inh: 8; TLR9-MyD88 block: 0; ABCB6 inh MLPCN: 97; N-glyco inh: 0; H9c2 protect: -2

What do the screens show for `CC(NC(=O)c1ccco1)c1nc(-c2ccc(Cl)cc2)no1` (stereo not given)?
NCOA2 inhibitor: -9; ABHD5 PLIN5 PPI: 4; HTR2A ag: 5; MC4R antagonist: 0; MC4R barr agon: 0.1; NOD2-RIPK2 inh: -6; TLR9-MyD88 block: -1; ABCB6 inh MLPCN: 101; N-glyco inh: 0; H9c2 protect: -4

How did Cc1ccc(C(=O)N/N=C\c2ccc[nH]2)cc1[N+](=O)[O-] do in these assays?
NCOA2 inhibitor: -5; ABHD5 PLIN5 PPI: 4; HTR2A ag: -5; MC4R antagonist: -4; MC4R barr agon: -2.0; NOD2-RIPK2 inh: -3; TLR9-MyD88 block: -3; ABCB6 inh MLPCN: 95; N-glyco inh: -1; H9c2 protect: 3

Results for CCOC(=O)C1=C(C)N=c2s/c(=C\c3ccc(OC(C)=O)c(OCC)c3)c(=O)n2C1/C=C/c1ccccc1 (stereo not given) ?
NCOA2 inhibitor: -33; ABHD5 PLIN5 PPI: -22; HTR2A ag: -4; MC4R antagonist: 4; MC4R barr agon: -1.7; NOD2-RIPK2 inh: 9; TLR9-MyD88 block: -7; ABCB6 inh MLPCN: 138; N-glyco inh: -1; H9c2 protect: 29

Results for Cc1ccc(NS(=O)(=O)c2ccc3c(c2)CC(=O)N3)c(C)c1 ?
NCOA2 inhibitor: -3; ABHD5 PLIN5 PPI: -4; HTR2A ag: -5; MC4R antagonist: 0; MC4R barr agon: -0.5; NOD2-RIPK2 inh: 2; TLR9-MyD88 block: 2; ABCB6 inh MLPCN: 100; N-glyco inh: 2; H9c2 protect: 2

What do the screens show for `CC(C)c1ccc(-c2nnn(CCC(=O)O)n2)cc1`?
ABHD5 PLIN5 PPI: 5; HTR2A ag: 4; MC4R antagonist: -8; MC4R barr agon: 2.8; NOD2-RIPK2 inh: -1; TLR9-MyD88 block: 0; ABCB6 inh MLPCN: 100; N-glyco inh: -1; H9c2 protect: -7

What do the screens show for `COc1ccccc1C(=O)Nn1c(C2CCC2)nc2ccccc2c1=O`?
NCOA2 inhibitor: 18; ABHD5 PLIN5 PPI: 5; HTR2A ag: -2; MC4R antagonist: -4; MC4R barr agon: -2.1; NOD2-RIPK2 inh: -6; TLR9-MyD88 block: 3; ABCB6 inh MLPCN: 96; N-glyco inh: 0; H9c2 protect: -4

How did Nc1ccc(C(=O)N2CCN(S(=O)(=O)c3ccc4c(c3)OCCO4)CC2)cc1[N+](=O)[O-] do in these assays?
NCOA2 inhibitor: 52; ABHD5 PLIN5 PPI: 8; HTR2A ag: 5; MC4R antagonist: 0; MC4R barr agon: -3.5; NOD2-RIPK2 inh: 4; TLR9-MyD88 block: 1; ABCB6 inh MLPCN: 100; N-glyco inh: inconclusive; H9c2 protect: 0

How did Cc1ccccc1-c1nc(-c2ccc(NC(=O)c3cccs3)cc2)no1 do in these assays?
NCOA2 inhibitor: -91; ABHD5 PLIN5 PPI: 0; HTR2A ag: 7; MC4R antagonist: 11; MC4R barr agon: 6.8; NOD2-RIPK2 inh: -2; TLR9-MyD88 block: 6; ABCB6 inh MLPCN: 95; N-glyco inh: -3; H9c2 protect: 1

Results for CCCN1C2CCCC1CC(NC(=S)NCCCOCC)C2 (stereo not given) ?
NCOA2 inhibitor: 8; ABHD5 PLIN5 PPI: -2; HTR2A ag: 0; MC4R antagonist: 8; MC4R barr agon: 0.4; NOD2-RIPK2 inh: 3; TLR9-MyD88 block: -3; ABCB6 inh MLPCN: 101; N-glyco inh: 2; H9c2 protect: -2

How did CCc1ccc(C(=O)NNc2ccc(S(N)(=O)=O)cc2)cc1 do in these assays?
NCOA2 inhibitor: -12; ABHD5 PLIN5 PPI: 2; HTR2A ag: 4; MC4R antagonist: -5; MC4R barr agon: -0.3; NOD2-RIPK2 inh: 1; ABCB6 inh MLPCN: 104; N-glyco inh: 3; H9c2 protect: -4

Results for CC[C@@]1(C(=O)OC)N[C@H](CN(C)C(=O)COC)[C@@H]2C(=O)N(Cc3ccccc3)C(=O)[C@@H]21 ?
NCOA2 inhibitor: -3; ABHD5 PLIN5 PPI: 0; HTR2A ag: -1; MC4R antagonist: -1; MC4R barr agon: -1.2; NOD2-RIPK2 inh: 1; TLR9-MyD88 block: -2; ABCB6 inh MLPCN: 94; N-glyco inh: 1; H9c2 protect: 3

What do the screens show for `C=C(C)CN=CC1(C)CCC(C)=CO1` (stereo not given)?
NCOA2 inhibitor: -4; ABHD5 PLIN5 PPI: -2; HTR2A ag: 4; MC4R antagonist: 4; MC4R barr agon: 0.7; NOD2-RIPK2 inh: 3; TLR9-MyD88 block: 2; ABCB6 inh MLPCN: 94; N-glyco inh: 1; H9c2 protect: -4

How did COc1ccc(C(=O)COC(=O)CCCC(=O)NC2CCCCC2)cc1 do in these assays?
NCOA2 inhibitor: 3; ABHD5 PLIN5 PPI: -6; HTR2A ag: -7; MC4R antagonist: 2; MC4R barr agon: -3.1; NOD2-RIPK2 inh: 2; TLR9-MyD88 block: 4; ABCB6 inh MLPCN: 101; H9c2 protect: -2

How did CCCCN(CC)Cc1ccc(CNC(=S)Nc2ccccc2F)o1 do in these assays?
NCOA2 inhibitor: 13; ABHD5 PLIN5 PPI: 2; HTR2A ag: -2; MC4R antagonist: 27; MC4R barr agon: -1.1; NOD2-RIPK2 inh: -14; TLR9-MyD88 block: -4; ABCB6 inh MLPCN: 96; N-glyco inh: -1; H9c2 protect: -7

How did CC(=O)Nc1ccc(N(C(=O)c2ccco2)C(C(=O)NC2CCCC2)c2ccc(N(C)C)cc2)cc1 (stereo not given) do in these assays?
NCOA2 inhibitor: -31; ABHD5 PLIN5 PPI: 2; HTR2A ag: -6; MC4R antagonist: 9; MC4R barr agon: -2.4; NOD2-RIPK2 inh: -2; TLR9-MyD88 block: 0; ABCB6 inh MLPCN: 97; N-glyco inh: 2; H9c2 protect: -5

What do the screens show for `COc1cccc(N2CCN(C(=O)c3ccc(-c4ccccc4)cc3)CC2)c1`?
NCOA2 inhibitor: 14; ABHD5 PLIN5 PPI: -5; HTR2A ag: -8; MC4R antagonist: -1; MC4R barr agon: -2.0; NOD2-RIPK2 inh: 5; TLR9-MyD88 block: 10; ABCB6 inh MLPCN: 96; N-glyco inh: 1; H9c2 protect: 1

What do the screens show for `CCc1cccc(NC(=O)CSc2nc(C)cs2)c1`?
NCOA2 inhibitor: -23; ABHD5 PLIN5 PPI: -2; HTR2A ag: -13; MC4R antagonist: 11; MC4R barr agon: -0.2; NOD2-RIPK2 inh: -7; TLR9-MyD88 block: -1; ABCB6 inh MLPCN: 105; N-glyco inh: 1; H9c2 protect: -1

Results for CN(Cc1ccc(F)cc1)C(=O)c1cccc(S(=O)(=O)N2CCN(c3ccc(F)cc3)CC2)c1 ?
NCOA2 inhibitor: -3; ABHD5 PLIN5 PPI: -2; HTR2A ag: -2; MC4R antagonist: 4; MC4R barr agon: -2.0; NOD2-RIPK2 inh: 1; TLR9-MyD88 block: 0; ABCB6 inh MLPCN: 91; N-glyco inh: -5; H9c2 protect: -11

What do the screens show for `O=S(=O)(N(Cc1ccccc1)[C@@H](CO)Cc1ccccc1)N(Cc1ccccc1)[C@@H](CO)Cc1ccccc1`?
NCOA2 inhibitor: 12; ABHD5 PLIN5 PPI: -4; HTR2A ag: -3; MC4R antagonist: 13; MC4R barr agon: 13*; NOD2-RIPK2 inh: 1; TLR9-MyD88 block: -7; ABCB6 inh MLPCN: 92; N-glyco inh: -1; H9c2 protect: 5

Results for COCc1cc(=O)[nH]c2cc(NC(=O)C(F)(F)F)c(C)cc12 ?
NCOA2 inhibitor: 14; ABHD5 PLIN5 PPI: -1; HTR2A ag: 0; MC4R antagonist: 2; MC4R barr agon: 2.4; NOD2-RIPK2 inh: 1; TLR9-MyD88 block: 11; ABCB6 inh MLPCN: 98; N-glyco inh: -1; H9c2 protect: 9

Results for COCC(=O)Nc1cc(Cl)c(OC)cc1OC ?
NCOA2 inhibitor: -5; ABHD5 PLIN5 PPI: -1; HTR2A ag: 0; MC4R antagonist: 4; MC4R barr agon: -0.8; NOD2-RIPK2 inh: -9; TLR9-MyD88 block: -1; ABCB6 inh MLPCN: 99; N-glyco inh: 2; H9c2 protect: -2

As a short view, two of the compounds above.
Results for CC[C@@]1(C(=O)OC)N[C@H](CN(C)C(=O)COC)[C@@H]2C(=O)N(Cc3ccccc3)C(=O)[C@@H]21 ?
NCOA2 inhibitor: -3; ABHD5 PLIN5 PPI: 0; HTR2A ag: -1; MC4R antagonist: -1; MC4R barr agon: -1.2; NOD2-RIPK2 inh: 1; TLR9-MyD88 block: -2; ABCB6 inh MLPCN: 94; N-glyco inh: 1; H9c2 protect: 3

What do the screens show for `C=C(C)CN=CC1(C)CCC(C)=CO1` (stereo not given)?
NCOA2 inhibitor: -4; ABHD5 PLIN5 PPI: -2; HTR2A ag: 4; MC4R antagonist: 4; MC4R barr agon: 0.7; NOD2-RIPK2 inh: 3; TLR9-MyD88 block: 2; ABCB6 inh MLPCN: 94; N-glyco inh: 1; H9c2 protect: -4

The list is partial; count on the stated rates, not on these rows.
